AmpC inh det: AmpC beta-lactamase inhibition, detergent assay; AID 584; Potency, µM (highest dose often 28.7 µM), for the others: at the top dose activity change, negative = inhibition; purified AmpC, nitrocefin hydrolysis with detergent; 71,000 compounds, 0.09% hits; P00811; active = well fitted curve in the direction sought with a large enough effect
Target sequence (P00811 whole entry, looked up): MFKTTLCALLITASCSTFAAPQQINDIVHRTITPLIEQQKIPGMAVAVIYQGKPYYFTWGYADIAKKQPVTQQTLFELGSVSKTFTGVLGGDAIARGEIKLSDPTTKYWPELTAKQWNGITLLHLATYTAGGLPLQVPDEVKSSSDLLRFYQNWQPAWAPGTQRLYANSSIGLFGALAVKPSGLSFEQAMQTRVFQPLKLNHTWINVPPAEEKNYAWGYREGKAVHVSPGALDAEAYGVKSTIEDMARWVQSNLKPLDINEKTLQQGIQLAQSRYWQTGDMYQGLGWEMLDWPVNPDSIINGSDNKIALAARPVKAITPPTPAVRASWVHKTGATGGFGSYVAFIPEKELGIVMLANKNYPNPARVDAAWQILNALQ
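E. coli AmpC (5.3 nM) in 20 mM phosphate pH 7.0 with 0.01% Triton X-100, preincubated 15 min RT with compound; nitrocefin (2 uL of 800 uM stock) hydrolysis followed by 480 nm absorbance every 20 s over 4 min.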
* hit, by the source's call; [ ] = another dose, or the depositor's remark. % is scaled to controls: 0 for no effect and ±100 for the full control effect; potency is read from the fitted curve at half-maximal effect. A portion of the library; the hit share may differ from the screen's.

SMILES	AmpC inh det
O=C(Cn1c(C(=O)NCC2CCCO2)cc2sccc21)c1ccccc1 (stereo not given)	-5.7%
COc1ccccc1NC(=O)Nc1ncccc1C	3.5%
Cc1ccc(-c2nc3c(=O)n(C)c4ccccc4c3o2)cc1	-5.6%
Cc1cc(C)c(NC(=O)CS(=O)CC(=O)N2CCN(c3ccc(F)cc3)CC2)c(C)c1 (stereo not given)	1.3%
CCNS(=O)(=O)c1cc(Br)ccc1OC	-2.7%
COc1ccc(N(CC(=O)Nc2ccc3c(c2)OCO3)S(=O)(=O)c2ccccc2)c(OC)c1	12.9%
Cn1cc(-c2nc3cnc(N4CCOCC4)nc3n(C3CC3)c2=O)c2ccccc21	2.5%
CCCCOc1ccccc1Cn1c(=O)oc2ccccc21	-4.3%
CCOc1cc2c(cc1OCC)C(C(=O)O)C(c1cc(OC)c(OC)c(OC)c1)N(C)C2=O (stereo not given)	-6.9%
CCCCN(C(=O)NC(=O)Nc1ccccc1C)S(C)(=O)=O	-5.4%
CN(C)c1ccc(/C=C/c2cc[n+]([O-])cc2)cc1	14.8%
C=CCN(C(=O)CNC(=O)c1ccco1)C(C(=O)NC1CCCCC1)c1ccccc1F (stereo not given)	-4.7%
O=C(COC(=O)C1COc2ccccc2O1)NC(=O)Nc1ccc2c(c1)OCCO2 (stereo not given)	-1.4%
CCCCNc1nc(C)nc2c1nc(-c1ccccc1)n2C(C)CCCN(CC)CC (stereo not given)	9.5%
O=C1CCCN1CCC1CCN(C2CC(=O)N(c3ccc(F)cc3)C2=O)CC1 (stereo not given)	-1.9%
COc1cc2c(cc1O)C[C@H]1c3c(cc(O)c(OC)c3-2)CCN1C	1.2%
COCCCNC(=O)Cn1cc(C(C)=O)c2ccccc21	-6.7%
CCc1ccc(CCC(=O)Nc2nccs2)o1	0.5%
COCCn1c(=O)c(-c2cc(F)cc(F)c2)nc2cnc(N3CCOCC3)nc21	-1.2%
CCC(=Nc1ccccc1NC(C)=O)c1c(O)n(C)c(=O)n(C)c1=O	-0.1%
CCc1ccc(-n2c(SCC(=O)Nc3cc(C)[nH]n3)nc3[nH]ncc3c2=O)cc1	-4.5%
CCC(C)NC(=O)N[C@@H](CCSC)C(=O)O (stereo not given in full)	0.7%
COc1ccc(-c2nnc3sc(C4CCCCC4)nn23)cc1OC	-1.9%
COCCn1c(SCC(=O)OC(C)C)nnc1-c1ccccc1	16.3%
O=C(NCCc1nc2ccccc2[nH]1)c1ccc(F)cc1	-2.8%
Cc1cccc(NC(=O)Cn2nnc(-c3ccc(CN4CCCC4)cc3)n2)c1C	-1.8%
O=C(O)Cc1cccc2c(=O)cc(-c3ccccc3)oc12	-4.0%[5.75 µM]
COc1ccc(C(=O)CN2CCN(c3ccc(F)cc3)CC2)cc1OC	3.6%
O=C(Nc1ccc2oc(-c3ccncc3)nc2c1)c1ccccc1F	16.8%
CCCC1=C(C(=O)OCC)C(c2ccc(NC(C)=O)cc2)NC(=O)N1 (stereo not given)	8.9%
CN(C)S(=O)(=O)c1ccc2c(c1)c(=O)c(C(=O)NCCCN1CCCCCC1)cn2C	3.7%
O=C(Nc1ccncc1)c1ccc2c(c1)OCCO2	10.2%
O=C(Nc1ccon1)c1csc2c1CCCC2	-2.4%
CC1CN(C2CCCCC2)c2nc3c(c(=O)[nH]c(=O)n3C)n2C1 (stereo not given)	13.7%
COc1ccc(-c2c(C)nn3c(N4CCC(C(=O)N5CCCCC5)CC4)cc(C)nc23)cc1OC	6.5%
COc1cccc(NC(=O)CCCn2c(=O)[nH]c3ccccc3c2=O)c1	16.7%
COC(=O)c1sc(N)c(C(=O)OC)c1COC(=O)c1c(C)noc1C	-0.5%
CCOc1ccc(N(C(C)=O)C2C=CS(=O)(=O)C2)cc1 (stereo not given)	8.4%
COc1ccc2c(c1)c(C(=O)CN1CCN(C(=O)c3ccco3)CC1)c(C)n2C	-2.9%
O=S(=O)(c1ccc(NCCc2c[nH]c3ccccc23)nc1)N1CCOCC1	-0.4%
CC(C)C(=O)N1CCc2cc(-c3csc(N)n3)ccc21	-7.2%
O=C(CSc1ccccc1)N1CCC2(CC1)OCCO2	-4.0%
CSC1CCCCC1(O)CSc1nc2ccccc2o1 (stereo not given)	13.0%
Cc1noc(C)c1C(=O)Nc1ccc(Cl)cc1C(F)(F)F	-3.5%
CCOC(=O)c1c(N)n(CCN2CCCCC2)c2nc3ccccc3nc12	-4.1%
O=c1c(-c2cccs2)nc2cnc(N3CCOCC3)nc2n1-c1ccccc1	-3.3%
CCOc1ccccc1OCCCCN1CCCC1	-1.2%
CCCC1=C(C(=O)OCC)C2(C(=O)Nc3ccc(C)cc32)C(C#N)=C(N)O1 (stereo not given)	15.9%
COc1ccc(CCn2c(SCC(=O)Nc3cc(C)on3)nc3ccccc3c2=O)cc1OC	-3.4%
O=C1C(=O)N(Cc2ccco2)C(c2cccc(Cl)c2)/C1=C(\O)c1ccc2c(c1)OCCO2 (stereo not given)	-3.3%
CCCCC(=O)Nc1cc2nn(-c3ccc(OC)cc3)nc2cc1C	11.7%
COc1nc(-c2ccccc2)ccc1-c1noc(C)n1	-2.0%
COC(=O)c1cc2ccsc2n1CC(=O)Nc1cc(C)cc(C)c1	-2.1%
Cc1ccc(NC(=O)c2cc(-c3ccco3)on2)cc1	-1.4%
Cc1ccccc1-n1c(SC/C(O)=C(\C#N)c2nc3ccccc3[nH]2)nnc1-c1ccncc1	1.6%
CCn1c2ccccc2c2cc(Nc3cc(C)nc4ncnn34)ccc21	5.5%
O=C(CCC1(C(=O)O)CCC(=O)NC1)NCc1ccccc1 (stereo not given)	6.0%
O=c1[nH]c(CN2CCN(c3ccccc3Cl)CC2)nc2ccsc12	-2.3%
Cc1ccnc(NC(=O)CCC(=O)N(CC(=O)NC(C)(C)C)C2CCCC2)c1	-1.9%
CCN(CC)C(=O)c1ccc(N2C(=O)C3CC=C(Cl)CC3C2=O)cc1 (stereo not given)	0.0%

Continued:
SMILES	AmpC inh det
CCN1C(=O)CSc2ccc(C(=O)OC)cc21	14.4%
CCOc1cccc(-c2nnc(SCC(=O)Nc3cc(OC)cc(OC)c3)n2N)c1	0.0%
COc1ccc(OC)c(C(=O)CN2C(=O)NC(C)(c3ccccc3)C2=O)c1 (stereo not given)	6.3%
NCCCCCCNS(=O)(=O)c1cccc2ccccc12	-5.8%
FC(F)(F)c1ccccc1-c1nc(Nc2ccncc2)c2ccccc2n1	6.0%
CCOC(=O)c1cnc(-n2nc(C)cc2C)nc1NCCc1ccccc1	-1.3%
Cc1cccn2c(=O)c3cc(C(=O)N4CCN(C(=O)c5ccco5)CC4)n(C)c3nc12	-2.4%
COC(=O)c1ccc(C=O)cc1	-4.4%
CCOC(=O)c1c(C)c(C(=O)Nc2ccc(N(C)C)cc2)c(C)n1CC	-2.7%
COc1cc2ccccc2c2cc([N+](=O)[O-])oc12	3.2%[5.75 µM]
O=S1(=O)N=CN(Cc2cccc(F)c2)c2ccccc21	-2.3%
O=C(Cn1c(=O)sc2ccccc21)Nc1ccc(S(=O)(=O)N2CCCC2)cc1	-3.8%
CCOC(=O)c1sc2ncnc(NCC(c3cccs3)N(C)C)c2c1C (stereo not given)	-3.1%
CSc1ncc(Cl)c(C(=O)NCc2ccc3c(c2)OCO3)n1	2.7%
O=C(CSC1=NCCN1)NC12CC3CC(CC(C3)C1)C2	-1.1%
O=c1cccc(-c2ccc(Br)cc2)o1	-2.4%
O=C(NCC1CCCO1)c1nc2c(nnn2Cc2ccc(F)cc2)c(=O)[nH]1 (stereo not given)	-0.3%
CC1(C)CC(=O)C(C=Nc2ccc3[nH]ncc3c2)=C(O)C1	7.7%
CC(C)C[C@H](NC(=O)Nc1cccc(C(F)(F)F)c1)C(=O)O	2.8%
N#Cc1ccccc1Sc1ccccc1C(=O)N1CCOCC1	-0.3%
CCOc1cccc(/C(O)=C2/C(=O)C(=O)N(Cc3ccco3)C2c2ccncc2)c1 (stereo not given)	-4.3%
CCOC(=O)c1cnc(SCC(=O)c2ccccc2)nc1N	4.5%
O=C(O)CN1C(=O)C2(OCCCO2)c2ccccc21	-3.2%
CN(CC(=O)Nc1ccncc1)S(=O)(=O)c1ccc(Cl)cc1	-1.5%
COC(=O)c1ccc(C(NC(=O)OCc2ccccc2)/C(=C/[C@@H](C)C(=O)NCCc2c[nH]c3ccccc23)c2cccnc2)cc1 (stereo not given in full)	19.7%
CC1=CC(=O)NP(=O)(Oc2ccc3ccccc3c2)N1 (stereo not given)	5.4%
O=C(c1cccnc1)N1CCc2ccccc2C1	4.8%
CC(C)C1=CC2=CC[C@H]3[C@@](C)(CCC[C@]3(C)C(=O)O)[C@@H]2CC1	-1.1%
CN1C(=O)c2cccc3c(S(=O)(=O)Nc4ccccn4)ccc1c23	-6.6%
Nc1ccc(CCc2nc3ccccc3o2)cc1	-2.5%
CCOc1ccc2[nH]c(=O)c(=O)[nH]c2c1	-3.8%
COc1ccc(OCC(O)CN2C(=O)c3ccccc3S2(=O)=O)cc1 (stereo not given)	6.8%
O=C(NCCCCNC(=O)c1c(F)c(F)c(F)c(F)c1F)c1c(F)c(F)c(F)c(F)c1F	1.6%
CCCCN(C(=O)Cn1nnc2ccccc21)C(C(=O)NCc1ccco1)c1ccncc1 (stereo not given)	-3.8%
CC1CCC2(CC1)NC(=O)N(CC(=O)NC(=O)NC1CCCC1)C2=O (stereo not given)	-0.1%
CCCC(=O)Nc1cc(OC)c(NC(=O)NC2CCCCC2)cc1OC	6.3%
Cc1csc(-c2coc3cc(O)cc(C)c3c2=O)n1	6.8%
Cc1ccc2nc(-c3cccnc3)oc2c1	-2.8%
CN(Cc1ccco1)c1ccnc(-c2cccc(NS(C)(=O)=O)c2)n1	6.8%
c1coc(-c2nc3ccccc3nc2-c2ccco2)c1	-6.5%
Cc1noc(C)c1C(=O)N1CCC2(CCCN(c3ccccc3)C2)CC1	-0.5%
O=C(Cn1cnc2c(nnn2Cc2ccccc2)c1=O)NCC1CCCO1 (stereo not given)	13.3%
CCNc1ncc2nc(-c3ccc(Cl)cc3)c(=O)n(Cc3cccs3)c2n1	-3.3%
CCOC(=O)N1CCN(S(=O)(=O)c2ccc3[nH]cc(C(=O)O)c(=O)c3c2)CC1	-3.0%
COc1ccc(C(=O)NCC(=O)OC2CCCCC2=O)cc1 (stereo not given)	-4.5%
Clc1ccc(OCc2nn3c(-c4ccccc4)nnc3s2)c(Cl)c1	-2.4%
COc1ccc(OC)c(S(=O)(=O)NCc2csc(-c3ccccc3)n2)c1	-4.7%
O=C(O)c1ccc(NS(=O)(=O)c2cccc3nsnc23)cc1	-3.6%
CCCS(=O)(=O)N1CCCC(C(=O)NCCCN2CCN(c3cccc(Cl)c3)CC2)C1 (stereo not given)	-0.9%
NS(=O)(=O)c1ccc(NS(=O)(=O)c2cccs2)cc1	-5.3%
N#CCCCSc1nnc(-c2ccccn2)o1	8.8%
O=C(c1ccc(Cn2cc(Br)cn2)cc1)N1CCN(c2ccccc2)CC1	-2.1%
O=C(NC1CCCCC1)C1CCCN1S(=O)(=O)c1cccc2nsnc12 (stereo not given)	-1.9%
CCCCOc1ccc(-c2ncc(Cl)cn2)cc1	0.1%
COc1cc2cc(CN(CCCO)S(=O)(=O)c3ccccc3Cl)c(=O)[nH]c2cc1OC	4.9%
O=C(COC(=O)c1cccnc1)c1ccc(Cl)cc1	-0.2%
CCC(C)NC(=O)C1CCN(S(=O)(=O)c2cccc3cccnc23)CC1 (stereo not given)	26.7%
COc1ccccc1N1CCN(CCN2C(=O)c3ccccc3C(C)(C)C2=O)CC1	3.4%
COc1cccc(-n2c(=O)[nH]cc(C(=O)Nc3ccc4c(c3)OCCO4)c2=O)c1	12.2%
COc1ccccc1NC(=O)CCN1CCCCCC1	1.2%

Shown with each value named: four of the compounds above
> O=C(NC1CCCCC1)C1CCCN1S(=O)(=O)c1cccc2nsnc12 (stereo not given)
  AmpC inh det = -1.9%

> CCCCOc1ccc(-c2ncc(Cl)cn2)cc1
  AmpC inh det = 0.1%

> COc1cc2cc(CN(CCCO)S(=O)(=O)c3ccccc3Cl)c(=O)[nH]c2cc1OC
  AmpC inh det = 4.9%

> O=C(COC(=O)c1cccnc1)c1ccc(Cl)cc1
  AmpC inh det = -0.2%

Part of the list above in order of molar mass, smallest number first:
SMILES	AmpC inh det
CCCCOc1ccc(-c2ncc(Cl)cn2)cc1	0.1%
CCC(C)NC(=O)C1CCN(S(=O)(=O)c2cccc3cccnc23)CC1 (stereo not given)	26.7%
CCNc1ncc2nc(-c3ccc(Cl)cc3)c(=O)n(Cc3cccs3)c2n1	-3.3%
CCOC(=O)N1CCN(S(=O)(=O)c2ccc3[nH]cc(C(=O)O)c(=O)c3c2)CC1	-3.0%

(listing goes on)
SMILES	AmpC inh det
Br/C(=N\Nc1nn[nH]n1)c1ccncc1	-4.2%[5.75 µM]
Cc1ccc(S(=O)(=O)N2CCCC2C(=O)OCC(=O)Nc2ccc3c(c2)OCO3)cc1 (stereo not given)	1.0%
Cc1nc(N2CCOCC2)c2nc(-c3ccccc3)n(CCCN(C)C)c2n1	17.2%
O=C(NCCc1ccccc1)c1ccc(=O)oc1	19.0%
